# High-throughput results (PubChem BioAssay)
# PHOSPHO1 block – blocks human PHOSPHO1 phosphatase activity. Q8TCT1. recombinant PHOSPHO1, absorbance phosphatase assay. inhibition, % at 13.3 µM. hit rate 1.1% among 290,000. AID 1565; in the data active = inhibition above about 60%
# IDE cell inh – inhibits human insulin-degrading enzyme in HEK cells. FAbetaB cleavage, fluorescence polarization. P14735. inhibition, % at 5.59 µM. hit rate 0.41% among 320,000;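 active = percent inhibition above the average of all tested compounds plus 3 SD, set per screening campaign, cut at about 16% in these data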;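 note: IDE supplied by intact live HEK cells; FP after avidin binding of uncleaved biotin substrate so inhibition keeps polarization high; 0% = DMSO wells and 100% = 60 µM reference IDE inhibitor Ii1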
# VIM-2 inhibitor – inhibitors of Pseudomonas aeruginosa VIM-2 metallo-beta-lactamase. purified VIM-2, nitrocefin hydrolysis, epi-absorbance fluorescence. inhibition, % at 5.6 µM. hit rate 0.89% among 290,000. AID 1527;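 active = inhibition above the mean of all tested compounds plus 3 SD, cutoff set per screening run, cut at about 7.5% in these data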;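 note: red hydrolysis product quenches plate fluorescence so inhibitors raise well fluorescence; 0% = enzyme with DMSO and 100% = DMSO without enzyme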
# NALP1 inh – NALP1 inhibition; S. cerevisiae NALP1/ASC/caspase-1 growth, X-gal OD620, 72 h; inhibition, % at 10 µM; hit rate 0.61% among 280,000; AID 2071; in the data active = inhibition mostly above about 24%, no sharp cut-off; inactive = mostly below about 32%; note: some compounds called inactive have numbers as strong as hits
# GPR7 antag – blocks human GPR7 receptor signaling; hit rate 1.1% among 290,000; inhibition, % at 4.4 µM; GPR7-expressing cells, fluorescence antagonist assay; in the data active = inhibition above about 16%, passing the limit was not always enough;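 note: cells stimulated with the agonist NPW; 0% = agonist with vehicle and 100% = vehicle without agonist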
# pCIP destab – lowers stability of the mouse p/CIP coactivator protein; Q05BA5; F442A p/CIP-EGFP cells, EGFP fluorescence, 16 h; decrease of EGFP signal, % at 10 µM; hit rate 0.01% among 290,000;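 active = EGFP signal decrease of at least 30% at 10 µM or well 3 SD below plate mean, unless failing retest; inactive = the rest, including hits failing retest or dose response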; note: some compounds called inactive have numbers as strong as hits; many of its hits are not listed in these tables
# Target sequence (Q05BA5 1-1403): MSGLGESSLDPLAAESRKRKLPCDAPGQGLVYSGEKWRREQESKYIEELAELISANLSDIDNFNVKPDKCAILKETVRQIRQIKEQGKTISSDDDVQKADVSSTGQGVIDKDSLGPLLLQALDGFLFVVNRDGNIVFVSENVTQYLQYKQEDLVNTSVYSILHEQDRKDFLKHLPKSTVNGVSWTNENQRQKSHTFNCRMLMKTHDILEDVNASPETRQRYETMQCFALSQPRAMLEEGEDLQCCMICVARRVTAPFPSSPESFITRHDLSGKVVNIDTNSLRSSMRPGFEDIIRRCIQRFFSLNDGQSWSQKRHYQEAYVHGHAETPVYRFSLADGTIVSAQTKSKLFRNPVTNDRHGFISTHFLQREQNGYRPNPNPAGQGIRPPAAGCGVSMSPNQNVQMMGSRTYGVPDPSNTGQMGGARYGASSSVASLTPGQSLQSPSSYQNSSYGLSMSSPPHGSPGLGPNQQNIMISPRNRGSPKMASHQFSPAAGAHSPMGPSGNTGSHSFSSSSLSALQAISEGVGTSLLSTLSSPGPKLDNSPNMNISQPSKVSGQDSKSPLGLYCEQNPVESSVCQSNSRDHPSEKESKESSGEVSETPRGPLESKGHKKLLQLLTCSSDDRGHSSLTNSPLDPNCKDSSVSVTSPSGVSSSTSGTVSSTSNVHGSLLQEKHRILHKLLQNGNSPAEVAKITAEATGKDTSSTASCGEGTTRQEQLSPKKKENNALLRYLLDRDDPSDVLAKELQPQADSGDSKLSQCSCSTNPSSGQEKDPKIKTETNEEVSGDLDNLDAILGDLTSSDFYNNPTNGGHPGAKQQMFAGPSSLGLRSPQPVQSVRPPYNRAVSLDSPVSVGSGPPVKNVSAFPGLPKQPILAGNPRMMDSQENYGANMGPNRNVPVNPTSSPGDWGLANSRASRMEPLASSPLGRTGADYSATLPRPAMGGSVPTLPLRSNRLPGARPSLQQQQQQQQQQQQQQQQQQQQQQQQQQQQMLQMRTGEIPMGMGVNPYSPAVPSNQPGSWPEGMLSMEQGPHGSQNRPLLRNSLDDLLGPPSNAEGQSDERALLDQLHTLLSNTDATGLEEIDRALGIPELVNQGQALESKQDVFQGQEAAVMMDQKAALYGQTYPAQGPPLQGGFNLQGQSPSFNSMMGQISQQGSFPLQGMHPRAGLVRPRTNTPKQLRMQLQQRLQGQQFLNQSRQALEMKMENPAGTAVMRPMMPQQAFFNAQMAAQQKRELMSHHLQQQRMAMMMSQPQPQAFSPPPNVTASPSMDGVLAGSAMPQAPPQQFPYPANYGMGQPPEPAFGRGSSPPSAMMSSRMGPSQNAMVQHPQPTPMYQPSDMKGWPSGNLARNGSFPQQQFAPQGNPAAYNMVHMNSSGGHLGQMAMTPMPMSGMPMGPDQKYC
# IDE act – boosts human insulin-degrading enzyme activity in HEK cells; P14735; FAbeta-B cleavage, fluorescence polarization; 0% vehicle, 100% cell-free pure enzyme wells; activation, % at 5.96 µM; hit rate 0.073% among 340,000; AID 493087;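 active = activation above the mean of all tested compounds plus 3 SD, set per screening campaign, cut at about 17% in these data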
# PfM18AAP inh – blocks P. falciparum M18 aspartyl aminopeptidase. recombinant PfM18AAP, H-Glu-NHMec fluorogenic cleavage. inhibition, % at 7.35 µM. hit rate 1.2% among 290,000;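 active = inhibition above the campaign mean inhibition over all tested compounds plus 3 SD, cut at about 28% in these data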;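 note: 0% = plate median of test compound wells and 100% = 2 mM ZnCl2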
# IMP-1 inh – inhibitors of Pseudomonas aeruginosa IMP-1 metallo-beta-lactamase; purified IMP-1, nitrocefin hydrolysis, epi-absorbance fluorescence; inhibition, % at 5.6 µM; hit rate 0.45% among 290,000;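 active = inhibition above the mean plus 3 SD of all compounds in the same screening run, cut at about 4.5% in these data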;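 note: 0% = IMP-1 with DMSO and 100% = DMSO wells lacking enzyme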
#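 Assay system: purified recombinant IMP-1 beta-lactamase. Input: IMP-1 0.2 nM before substrate addition. Buffer or medium: Zinc- and detergent-supplemented HEPES buffer, pH 7.1. Schedule: 25 °C, 15 min preincubation, 25 min reaction. Signal: Epi-absorbance fluorescence, 480 nm excitation, 530 nm emission. Evaluation: percent inhibition from optical density relative to buffer-blank wells.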
# * = called active by the depositor; . = no result given; & = joins results of further samples.
no.	PHOSPHO1 block	IDE cell inh	VIM-2 inhibitor	NALP1 inh	GPR7 antag	pCIP destab	IDE act	PfM18AAP inh	IMP-1 inh	canonical_smiles
1	19	-3	-0.6	10	8	2	8	-6	-2.5	COc1cc(C)nc(OCCNC(=O)COc2ccc(Cl)cc2Cl)n1
2	32	1	-4.8	-8	-6	2	-3	4	-1.8	CC(C)CCNC(=S)NC1CCCC1
3	-4	5	0.7	25	0	-6	4	0	-2.1	Cc1cccc(NC(=O)CCSc2ccccn2)c1
4	7	2	0.2	36	-5	-4	-3	-6	0.0	Cc1onc(-c2c(Cl)cccc2Cl)c1C(=O)c1c[nH]c(C(=O)NC2CC2)c1
5	56	-2	1.0	3	-9	-19	1	-4	-3.7	CC(C)CN(CC(C)C)C(=O)c1cc2c(=O)n3ccccc3nc2s1
6	-11	-1	-0.6	32	-11	6	-3	2	-1.2	CC1(C)OC2OC(C(=O)N/N=C/c3ccccc3F)C3OC(C)(C)OC3C2O1 (centres undefined)
7	-11	3	-1.2	10	20*	7	5	-1	-1.6	CN(CCOC(=O)c1ccc2c(c1)OCCO2)Cc1ccccc1
8	29	-2	-2.9	5	-9	-23	1	5	-2.3	O=C1N/C(=N/N=C/c2ccc(O)cc2)SC1Cc1ccccc1 (centres undefined)
9	38	-3	-0.9	18	0	-4	2	1	-1.4	CCOc1ccc(NCc2cccn2-c2nnc(N3CCC(C(=O)NCCCN4C(C)CCCC4C)CC3)s2)cc1 (centres undefined)
10	27	-1	0.2	.	-8	-3	4	-11	0.8	C=CCN(c1ccc(C(=O)N2CCCC2)cc1)S(C)(=O)=O
11	14	-3	-3.5	2	-5	2	-2	-10	0.4	O=C(Nc1ccc2c(c1)OCCO2)c1ccc(NC(=O)C2CCCO2)cc1 (centres undefined)
12	-34	-1	0.1	-4	10	2	-1	-2	-2.5	c1ccc(CNc2ncnc3sc4c(c23)CCCC4)nc1
13	-14	-3	-0.6	-3	-9	10	3	7	0.0	CCOc1ccc(NC(=O)Nc2cccc(C(=O)O)c2)cc1
14	-29	1	-2.3	22	2	-14	3	3	-1.6	Cc1ccc(N=C2NC(=O)/C(=C/c3cccnc3)S2)c(C)c1
15	5	1	-4.9	15	-2	5	5	-3	-2.9	O=C(OCC(F)(F)F)c1cccc(COc2ccc3ccccc3c2)c1
16	3	1	-1.6	30	0	1	3	7	-0.7	O=C(NCCc1ccccc1)C(=O)Nc1nccs1
17	8&20	-4&0	0.5&-3.8	19&-6	-9&-2	7&-10	4&2	0&-3	-1.2&-2.0	Cc1cn([C@H]2C=C[C@@H](CO)O2)c(=O)[nH]c1=O
18	8	0	-3.2	6	-3	3	3	-2	-2.2	O=[N+]([O-])c1ccc2oc(-c3ccccc3)nc2c1
19	-95	3	-4.2	0	-2	-4	6	2	-3.8	COc1ccc(Nc2nnc(SC(C(=O)Nc3cc(C)ccc3C)c3ccccc3)s2)cc1 (centres undefined)
20	-4	0	-3.0	-3	-22	-8	.	4	-2.6	COc1ccccc1Nc1nc(NCCC(C)C)nc(N)c1[N+](=O)[O-]
21	-16	2	-1.6	43	-16	-10	0	5	-5.6	C/C(=N\NC(=O)COc1ccccc1F)c1cc2ccccc2o1
22	-11	-2	-0.8	32	5	-13	-4	6	-4.8	Nc1nc(CSc2ncccn2)nc(Nc2ccccc2)n1
23	36	.	-4.0	7	-6	10	1	4	-2.8	CC(=O)c1ccc(N=Nc2ccc(C)cc2)cc1
24	26	-2	.	5	.	-10	4	.	.	C=CCN1c2ccccc2[C@]23C[C@@H](C(=O)OC)N(C(=O)NCCC)C2=NC(C(=O)OC)=C(C(=O)OC)[C@H]13
25	-16	2	-2.3	19	-15	-11	-10	2	-3.8	O=C(/C=C/c1ccccc1)Nc1cccc(S(=O)(=O)Nc2ccccc2F)c1
26	11	0	-2.1	-8	-1	-13	0	1	-1.9	Cc1csc(SC(C)C(=O)Nc2ccc(Cl)cn2)n1 (centres undefined)
27	28	4	0.2	2	2	-46	6	0	-1.7	CCCNC(=O)CSc1nc(-c2cccs2)cc(C(F)(F)F)n1
28	-5	2	-7.0	27	-5	-6	10	3	-4.5	CC(C)C(=O)Nc1cccc(C(=O)Nc2nccs2)c1
29	-42	2	-3.1	5	1	2	0	-7	0.6	COC(=O)CSc1nc(C)c2ccc(OC)cc2n1
30	24	7	-2.4	14	-4	13	-2	3	-6.3	Cc1nc(-c2ccc(F)cc2)c(CC(=O)N2CCN(S(=O)(=O)c3ccccc3Br)CC2)s1
31	34	2	-2.9	9	-5	-5	1	-1	-3.2	O=C(Nc1ccc(S(=O)(=O)N2CCOCC2)cc1)c1nn(-c2ccc(F)cc2)ccc1=O
32	0	-2	1.8	21	9	-1	3	6	-2.1	CC(=O)c1ccc(OC(=O)CCN2c3ccccc3Sc3ccccc32)cc1
33	42	0	1.2	6	1	-24	5	-5	0.9	O=C(CCN1C(=O)/C(=C/C=C/c2ccccc2)SC1=S)Nc1nccs1
34	32	-2	-2.8	22	-9	1	3	-1	-2.7	CC(C(=O)N1CCc2ccccc21)N1CCN(Cc2ccc(Cl)cc2)CC1 (centres undefined)
35	9	2	-2.1	13	-13	-7	0	-8	-2.8	O=C(O)c1ccc2c(c1)C(=O)N(c1cc(C(=O)O)ccc1Br)C2=O
36	51	-2	-0.3	.	-23	4	4	3	-1.6	O=C(N/N=C/c1ccccn1)C(=O)N1CCCCCC1
37	46	-2	1.0	8	54*	3	-5	-1	0.8	CC1CCCC(C)N1S(=O)(=O)c1ccc(NC(=O)CNC2CCCC2)cc1 (centres undefined)
38	48	-3	-1.0	5	-10	11	6	2	-1.8	O=[N+]([O-])c1ccc(-c2c(O)c3ccccc3c3nc4ccccc4nc23)cc1
39	46	-1	-2.0	6	-14	-3	8	0	-3.4	Cc1c(NC(=O)c2cn3ccccc3n2)cccc1-n1cnnn1
40	2	5	-2.6	-13	-7	-9	1	-4	-3.0	Cc1ccc(-n2ncc3c(N4CCN(c5ccccc5)CC4)ncnc32)c(C)c1

# The closing 5 entries of the part before open the next one:
no.	PHOSPHO1 block	IDE cell inh	VIM-2 inhibitor	NALP1 inh	GPR7 antag	pCIP destab	IDE act	PfM18AAP inh	IMP-1 inh	canonical_smiles
36	51	-2	-0.3	.	-23	4	4	3	-1.6	O=C(N/N=C/c1ccccn1)C(=O)N1CCCCCC1
37	46	-2	1.0	8	54*	3	-5	-1	0.8	CC1CCCC(C)N1S(=O)(=O)c1ccc(NC(=O)CNC2CCCC2)cc1 (centres undefined)
38	48	-3	-1.0	5	-10	11	6	2	-1.8	O=[N+]([O-])c1ccc(-c2c(O)c3ccccc3c3nc4ccccc4nc23)cc1
39	46	-1	-2.0	6	-14	-3	8	0	-3.4	Cc1c(NC(=O)c2cn3ccccc3n2)cccc1-n1cnnn1
40	2	5	-2.6	-13	-7	-9	1	-4	-3.0	Cc1ccc(-n2ncc3c(N4CCN(c5ccccc5)CC4)ncnc32)c(C)c1
41	4	-1	-4.2	3	4	5	-1	3	-3.6	CN1CCN(Cc2cc(=O)oc3ccc(Cl)cc23)CC1
42	0	3	0.3	21	-1	4	0	1	-1.7	Cc1ccc2c(CC(=O)NCc3cccs3)coc2c1
43	6	7	-0.6	5	5	-7	.	-2	-2.2	CNC(=S)N(Cc1ccc(OC)cc1)Cc1cc2cc(C)ccc2[nH]c1=O
44	-1	-4	1.4	27	-15	-2	3	-5	-0.9	O=C(Nc1ccccc1)c1cc([N+](=O)[O-])ccc1NC1CCCCC1
45	36	3	-1.0	-2	-15	-5	-5	7	-3.5	COc1ccccc1CN1CCNC(=O)C1CC(=O)NC1CCCCCC1 (centres undefined)
46	24	5	-5.2	-1	7	-10	-2	0	-5.8	C=CCNc1nc2ccccc2nc1NS(=O)(=O)c1ccc(OC)cc1
47	-24	-3	-3.6	3	-11	0	2	1	-4.1	CCOc1ccc(Nc2nc(Cl)nc(NCCO)n2)cc1
48	30	3	-1.6	6	-11	0	8	0	-2.4	COc1ccc(NC(=O)CC2C(=O)N(C)C(=S)N2CCc2ccccc2F)cc1 (centres undefined)
49	1	0	-2.1	2	3	0	-1	-11	-4.7	Cc1cc(C)c2c(=O)[nH]c(SCc3ccc([N+](=O)[O-])cc3)nc2n1
50	32	1	-0.7	-8	-10	-46	8	30*	2.5	Nc1nc(SCC(=O)Nc2cc(C(F)(F)F)ccc2Cl)[nH]c(=O)c1NC(=O)c1ccco1
51	-6	-5	-2.0	18	-24	-10	4	-18	0.8	CC(=O)c1cc(-c2ccccc2)[nH]c1N1CCOCC1
52	-43	3	-1.5	11	-5	-16	2	8	-2.0	Oc1ccc2ccccc2c1CN1CCCC1
53	24	1	-1.3	-8	-5	-7	5	0	-0.5	COc1ccc(C(=O)Nc2cccnc2)cc1
54	0	2	-2.8	9	2	-2	2	6	-3.1	CCCOc1ccc(/C(O)=C2/C(=O)C(=O)N(CCCOC)C2c2cccnc2)cc1 (centres undefined)
55	13	1	-1.7	-16	13	4	1	9	-2.0	NNC(=S)NCCc1ccccc1
56	25	4	-1.2	2	-7	-10	8	-10	-1.7	O=S(=O)(c1cccs1)N1CN(Cc2ccccc2)c2nc3ccccc3nc21
57	9	1	-4.3	2	-7	-24	2	-3	-5.2	CC(C(=O)NCCCN1CCOCC1)n1cccc1C(=O)c1ccccc1 (centres undefined)
58	27	4	-0.7	-3	-14	6	5	8	-2.0	O=C1CCCN1CCC(=O)N1CCCC(CO)(Cc2ccccc2)C1 (centres undefined)
59	-9	-1	-1.1	-1	-21	-10	-1	2	-5.6	CCN(CC)c1ncnc2c1cnn2C
60	24	7	-2.3	2	0	-4	4	1	-4.2	O=C(Nc1nccs1)c1ccc(COc2ccccc2)o1
61	16	3	4.4	9	-5	-7	2	-3	0.6	CN(O)C(=O)Nc1ccc([N+](=O)[O-])cc1
62	29	-4	-2.3	7	-4	-11	-1	0	-3.7	CSc1nc(C)c(Cc2c(F)cccc2Cl)c(=O)[nH]1
63	-12	-1	-0.3	21	-11	-5	2	3	-4.3	COc1ccccc1Nc1nnc(SCC(=O)N2CC(=O)Nc3ccccc32)s1
64	-10	1	-5.4	-2	-8	-2	-3	-6	-1.2	COc1ccc(NC(=O)CSc2nc3ccsc3c(=O)n2Cc2ccccn2)c(OC)c1
65	45	4	3.1	8	2	-6	.	-19	-2.9	CC(C)(C)NC(=O)CN(Cc1ccc2c(c1)OCO2)C(=O)CNC(=O)c1cccs1
66	-23	-3	0.7	-38	6	-11	-1	-2	-0.9	O=C(O)CC(Cc1ccccc1)c1ccc2c(c1)OCO2 (centres undefined)
67	19	1	-0.9	7	0	-12	5	1	-0.4	Cc1cccc(-c2c3c(=O)n(C)c(=O)n(C)c3cn2C2CCCCC2)c1
68	22	-2	-2.8	.	-3	6	1	-4	0.2	NC(=O)c1c(NC(=O)C2CCCO2)sc2c1CCC2 (centres undefined)
69	-49	-4	-1.4	.	3	-4	1	-1	0.3	CC1(C)CC(c2nc(-c3ccc(Br)cc3)cs2)CCS1 (centres undefined)
70	-50	-3	0.1	26	4	-29	3	-3	-3.2	O=C(CCS(=O)(=O)c1cccc2nonc12)N1CCCc2ccccc21
71	24	8	-2.1	12	-5	-11	2	1	1.4	CCn1cc(C(=O)NCc2cccnc2)c2cc(OC)c(OC)cc2c1=O
72	-23	5	-2.1	5	-9	13	1	-16	-3.5	O=C(NCc1ccncc1)Nc1ccccc1F
73	-12	1	-1.0	7	-5	-13	7	6	-3.3	O=C(NCCCCNC(=O)c1ccco1)c1ccco1
74	.	2	-0.4	.	-4	2	-3	-3	-2.4	Nc1ccc(S(=O)(=O)NC(Cc2ccccc2)C(=O)O)cc1 (centres undefined)
